P. falciparum M1AAP: P. falciparum M1AAP inhibitors, biochemical, fluorogenic H-Leu-NHMec substrate, 1536-well (AID 1445); recombinant M1AAP, H-Leu-NHMec fluorogenic kinetic assay; higher % means a stronger effect; 0.42% of 220,000 active; inhibition, % at 30 µM; hits with a dose series show IC50 in µM;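 active = primary inhibition above the hit cutoff, then over 50% inhibition at one or more dose response concentrations, cut at about 23% in these data, passing the limit was not always enough; inconclusive = conflicting primary data, or primary hits not chosen for dose response; inactive = low primary inhibition, or under 50% at every dose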;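 also: plate controls were DMSO full reaction for no effect and no enzyme background for full effect; strong numbers were not always called active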
PMI inhibition: MPI inhibition at elevated mannose 6-phosphate – biochemical, fluorescence intensity, high mannose 6-phosphate, primary screen (AID 1220); recombinant PMI enzyme, coupled fluorescence intensity; higher % means a stronger effect; one-dose inhibition, % at 20 µM; IC50 in µM for titrated hits; 0.66% of 190,000 active; in the data active = inhibition above about 50%
West Nile virus CPE: West Nile virus antiviral activity, cell-based, CPE readout (AID 1621); West Nile virus-infected cells, CPE inhibition; higher % means a stronger effect; one-dose CPE inhibition, % at 10 µM; IC50 in µM for titrated hits; 0.02% of 290,000 active; in the data active = a potency from the dose series; inconclusive = CPE inhibition mostly from about 3.7% at the one dose, without a potency; inactive = the rest, 99 in 100 with CPE inhibition below about 2.2%; also: strong numbers were not always called active
Yfh1-depleted yeast: enhancers of respiration in Yfh1-depleted yeast, dose response, Friedreich's ataxia, plus single-dose screen (AID 1465); fold induction at 50 µM; hits with a dose series show EC50 in µM; S. cerevisiae Yfh1-off respiration, WST-1 reduction, 72 h; higher fold induction means a stronger effect; 0.074% of 220,000 active;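 active = fold induction of absorbance versus untreated yeast above a set limit, then at least 30% activation at any dose in follow-up; inconclusive = repeats straddling the limit, or above it without dose testing; inactive = fold induction below the set limit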;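 also: activators that raise dye reduction in frataxin-depleted yeast; strong numbers were not always called active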
Salmonella PhoP GFP: inhibitors of PhoP regulon expression, primary screen, Salmonella Typhimurium, GFP reporter (AID 1863); S. Typhimurium PhoP-regulated promoter GFP reporter, 4 h; higher % means a stronger effect; inhibition, % at 50 µM; hits with a dose series show IC50 in µM; 0.16% of 300,000 active;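 active = inhibition over 29.93%, a cutoff 3 SD above the screen mean, later confirmed by dose response; inconclusive = inhibition over 29.93% but no dose response follow-up; inactive = inhibition at most 29.93% or unconfirmed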;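 also: 0% = low Mg2+ inducing control and 100% = high Mg2+ repressing control; strong numbers were not always called active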
CSM14.1 death rescue: rescue of cells from ER stress-induced death, primary screen, 384-well, CSM14.1, thapsigargin, ATP luminescence (AID 1222). cellular ATP content (survival), % at 20 µM, or EC50 in µM where a hit was titrated. CSM14.1 thapsigargin-induced death rescue, ATP luminescence; higher % means a stronger effect. 190,000 tested, under 10 active;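 active = EC50 below 50 µM in the dose-response confirmation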;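 also: death triggered by thapsigargin at about 15 µM added after 2 h compound pretreatment; cell ATP read after overnight thapsigargin exposure of roughly 18 to 22 hours; normalized against plate controls of thapsigargin alone and 5% DMSO vehicle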
XIAP displacement: small molecules displacing peptide from XIAP – biochemical, IAP family, fluorescence polarization (AID 1018) | displacement, % at 20 µM; hits with a dose series show IC50 in µM | 0.007% of 200,000 active | XIAP BIR domain, fluorescence polarization peptide displacement; higher % means a stronger effect; in the data active = displacement above about 50%; also: a part of the inactive calls stands beside numbers as strong as those of hits
P. falciparum M17LAP: P. falciparum M17LAP inhibitors, primary screen, biochemical, fluorogenic H-Leu-NHMec substrate, 1536-well (AID 1619); recombinant M17LAP, H-Leu-NHMec fluorogenic kinetic assay; higher % means a stronger effect; inhibition, % at 30 µM; hits with a dose series show IC50 in µM; 0.38% of 220,000 active;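 active = compound inhibiting the enzyme by more than half at any dose during confirmatory dose-response retesting; inconclusive = strong single-dose inhibitors picked by rank but not retested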;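 also: plate controls were full reaction with DMSO carrier for no effect and no enzyme background for full effect; strong numbers were not always called active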
Siah-1 displacement: blockers of Siah-1 interaction with plectin peptide – biochemical, fluorescence polarization, rhodamine-plectin, uHTS, primary screen (AID 1817) | Siah-1 / rhodamine-plectin peptide fluorescence polarization; higher % means a stronger effect | displacement, % at 20 µM; hits with a dose series show IC50 in µM | 0.02% of 290,000 active;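 active = displacement of at least 50% at 20 µM, with a fluorescence ratio check between 0.3 and a set limit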;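 also: plate controls were Siah plus tracer with DMSO for no effect and tracer alone without Siah for full effect; strong numbers were not always called active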
Starred values were filed as active, the others as inactive; i = inactive; ? = inconclusive; . = no result given; & = joins results of further samples.

Compound | P. falciparum M1AAP | PMI inhibition | West Nile virus CPE | Yfh1-depleted yeast | Salmonella PhoP GFP | CSM14.1 death rescue | XIAP displacement | P. falciparum M17LAP | Siah-1 displacement
COc1ccccc1OCC(=O)OC/C(O)=C(\C#N)c1nc2ccccc2[nH]1 | 7% | 20% | -0.1% | i | 10% | 0.6% | -4.0% | 4% | -6%
CC(C(=O)N1CCOCC1)N1C(=O)C2C3C=CC(C4CC34)C2C1=O (stereo unspecified) | 0% | -4% | 0.4% | i | 4% | -1.3% | -7.1% | 0% | 7%
CC1=Nc2ccccc2N=C(NC(=O)CSC(=S)N2CCN(C)CC2)C1c1ccccc1 (stereo unspecified) | 0% | . | -0.2% | i | 1% | . | . | -10% | 6%
CC(NC(=O)/C(C#N)=C/c1ccco1)c1ccccc1 (stereo unspecified) | -1% | . | 0.3% | i | 2% | . | . | 18% | -4%
COC(=O)c1ccc(CN2C(=O)NC3(CCCc4ccccc43)C2=O)o1 (stereo unspecified) | 4% | 4% | 0.1% | i | -7% | 2.0% | -2.5% | 21% | 0%
Cn1c(SCc2c(Cl)cccc2Cl)nnc1-c1ccc2nonc2c1 | 1% | . | -0.9% | i | -2% | . | . | -5% | 2%
Cc1ccc(NC(=O)c2ccccc2NS(=O)(=O)c2ccc(Cl)s2)cc1S(=O)(=O)N1CCOCC1 | ? | 0% | -2.4% | i | -4% | -0.9% | -3.1% | 6% | -1%
COc1ccc(-c2nn(-c3ccccc3)cc2/C=N/Nc2ccccn2)cc1OC | 7% | 9% | 2.1% | i | 1% | -2.0% | -1.6% | 8% | -2%
COc1ccc(Cc2noc(CN3CCCN(Cc4ccc(F)cc4)CC3)n2)cc1OC | -1% | . | -0.7% | i | 3% | -0.1% | -3.5% | 7% | -3%
CN(C)C(=S)NC(=O)C(c1ccccc1)c1ccccc1 | 5% | 5% | -0.2% | i | -8% | -1.4% | -8.2% | 2% | 3%
CCCOc1nnnn1-c1ccccc1 | -1% | -8% | 0.9% | i | 15% | -2.1% | -0.6% | -1% | -8%
O=C1Cc2ccccc2Sc2c(OCCN3CCCCC3)cccc21 | 5% | 26% | -1.0% | i | -2% | -0.6% | -3.6% | 4% | -4%
COc1ccc(C(=O)NC2CCCCCC2)cc1S(=O)(=O)N1CCCC1 | -2% | -6% | -0.1% | i | 1% | 1.3% | -4.1% | -5% | 14%
Cc1cc(OCC(=O)NCCN2CCOCC2)ccc1Br | 13% | 5% | 0.5% | i | 6% | -2.2% | -3.8% | 6% | 4%
O=C1CC(SC(=Nc2ccccc2)Nc2ccccc2)C(=O)N1c1cccc2ccccc12 (stereo unspecified) | 5% | 6% | -0.2% | i | -2% | 6.5% | -3.7% | -1% | 2%
Cn1c(CCC(=O)Nc2ccc(N3CCOCC3)cc2)nc(=O)c2ccccc21 | 6% | 8% | 0.5% | i | -2% | -1.8% | -3.9% | 10% | 0%
COc1ccc(/C=N/N=C/c2c[nH]c(=O)c(C#N)c2Nc2ccccc2)cc1 | 4% | -8% | 0.1% | i | -9% | -1.4% | -3.6% | -2% | 6%
CCOc1cccc(C(=O)Nc2ccc3oc(Cc4ccc(Cl)cc4)nc3c2)c1 | 2% | 7% | -0.4% | i | 5% | 7.4% | -1.7% | 6% | -6%
COc1cc(OC)c(S(=O)(=O)NCc2ccco2)cc1S(=O)(=O)NCc1ccco1 | 6% | -10% | -0.2% | i | 0% | . | -16% | -36% | -4%
CCOC(=O)c1ccc(N/C=C/C(=O)C(C)(C)C)cc1 | 8% | 8% | -0.4% | i | 2% | -1.3% | -1.6% | 3% | -4%
CC(C)Oc1ccccc1C1CC(=O)Nc2c1c(=O)n(C)c(=O)n2C (stereo unspecified) | 3% | -6% | . | . | 5% | -0.7% | -5.3% | 0% | -2%
N#CCCN(C(=O)CCl)c1cccc(Cl)c1 | -4% | 3% | 0.0% | i | -3% | . | -5.8% | -1% | 3%
CCOc1ccc(CN2C(=O)c3ccccc3C2=O)cc1C(=O)Nc1nnc(SCC)s1 | 3% | 19% | 0.1% | i | -1% | -4.8% | -5.7% | 6% | 0%
Cc1ccc(-c2nnc(C)c(N3CCOCC3)n2)cc1 | -5% | 10% | 0.1% | i | 3% | -0.8% | -14% | 11% | -4%
CCOC(=O)c1ccc(CNC(=O)CSc2nnc(-c3ccncc3)o2)cc1 | 3% | 4% | -0.2% | i | 5% | -2.8% | -6.1% | 7% | -5%
Cc1cc(C)c2c(CN3CCOCC3)cc(=O)oc2c1C | 5% | . | 0.8% | i | -2% | . | . | -1% | -1%
C=CCSc1nc(N)c(C#N)c(-c2ccccc2)c1C#N | 4% | -1% | -0.9% | i | 26% | 4.6% | -5.8% | -11% | 28%
O=C(CSc1nnnn1-c1ccc(F)cc1)Nc1nc2ccccc2s1 | 4% | 9% | 0.1% | i | -6% | -0.8% | -8.3% | -10% | 11%
CCC(=O)Oc1ccc(/C(CC)=C(\CC)c2ccc(OC(=O)CC)cc2)cc1 | 14% | -2% | -0.2% | i | -2%&-8% | -0.1% | -13% | -2% | -1%
Clc1ccc(-c2csc3ncnc(Cl)c23)cc1 | 9% | -7% | -0.7% | i | 14% | -2.1% | -5.1% | 0% | 4%
Cc1ccc2c(c1)cc(CN(Cc1cccnc1)C(=O)c1ccccc1)c1nnnn12 | 9% | . | -0.2% | i | 4% | 4.7% | -0.4% | 2% | 1%
Cc1cc(C)n(C(=O)c2ccc(NC(=O)C3COc4ccccc4O3)cc2)n1 (stereo unspecified) | 2% | 9% | -0.1% | i | -3% | 1.5% | -8.2% | 9% | -1%
CC1CCc2nn(CC(=O)NCc3ccc(F)cc3)cc2C1 (stereo unspecified) | 0% | 7% | -0.2% | i | 10% | . | -7.4% | -1% | 7%
Cc1noc(-c2ccccc2)c1NC(=O)Nc1ccccc1 | 1% | . | -0.8% | i | -14% | . | . | 1% | 3%
C#CCOCCOCCOCCNc1nc(N2CCN(C(=O)[C@H](Cc3ccc(O)cc3)n3cc([C@@H](N)CC(C)C)nn3)CC2)nc(N2CCN(C(=O)[C@H](Cc3ccc(O)cc3)n3cc([C@@H](N)CC(C)C)nn3)CC2)n1 | 3% | -16% | . | . | -6% | -1.3% | -11% | -4% | 0%
Fc1ccc2[nH]c3c(N4CCc5ccccc5C4)ncnc3c2c1 | 4% | . | -1.8% | i | -4% | . | . | 0% | 2%
Cc1ccc(NC(=O)c2noc3c2CC(C(C)(C)C)CC3)cc1 (stereo unspecified) | 0% | -2% | -0.6% | i | 13% | 0.0% | -5.1% | -7% | -1%
CCCCCOC(=O)Nc1ccc(S(=O)(=O)Nn2cnnc2)cc1 | 4% | -3% | -0.4% | i | 2% | -1.1% | -9.9% | -4% | 3%
Nc1nc2ccccc2n1CCOc1ccccc1Cl | 0% | -18% | -0.8% | i | 138µM* | -1.4% | -2.4% | -4% | 1%
COc1ccc(CC(=O)Nc2c3c(nn2-c2ccccc2C)CS(=O)C3)cc1 (stereo unspecified) | 15% | -7% | -0.6% | i | -6% | -0.2% | -5.3% | 0% | 5%
COC(=O)CCCC(=O)N1CCCC(CCC(=O)NCc2ccc(F)c(F)c2)C1 (stereo unspecified) | 1% | . | 0.9% | i | -2% | -1.4% | -1.4% | 2% | -4%
c1ccc2sc(NC3=NCN(CC4CCCO4)CN3)nc2c1 (stereo unspecified) | 8% | -5% | -0.3% | i | -9% | . | -2.9% | -7% | 0%
CCn1cc(C(=O)N2CCN(c3ccc(F)cc3)CC2)c2cc(OC)c(OC)cc2c1=O | 3% | 31% | -0.1% | i | -1% | -0.9% | -1.1% | -1% | -1%
CCCNC(=O)CN(C)S(=O)(=O)c1c(C)cc(C)cc1C | -4% | -8% | -0.3% | i | -1% | -2.5% | -2.5% | 5% | 29%
NC1=NC(=O)S/C1=C\c1ccc(O)cc1 | 17% | 1% | 0.2% | i | -8% | 0.2% | -2.8% | -13% | -3%
CCC(CC)=N/N=C/c1c(O)n(CC)c2cc(C3=NNC(=O)CC3)ccc12 | 6% | -78% | 0.7% | i | -10% | -1.2% | -12% | 31% | 2%
Cc1ccc(OCc2nnc(SCC(=O)CC(=O)Nc3ccccc3)o2)cc1 | 0% | -8% | -0.4% | i | 7% | -3.9% | 1.0% | -7% | 0%
Cc1c(N=C2SCC(=O)N2/N=C/c2ccccc2Cl)c(=O)n(-c2ccccc2)n1C | 1% | 2% | -0.1% | i | 9% | 1.9% | -3.1% | 6% | 0%

Part of the list above, reformatted.
Below each compound – P. falciparum M1AAP	PMI inhibition	West Nile virus CPE	Yfh1-depleted yeast	Salmonella PhoP GFP	CSM14.1 death rescue	XIAP displacement	P. falciparum M17LAP	Siah-1 displacement
- CCn1cc(C(=O)N2CCN(c3ccc(F)cc3)CC2)c2cc(OC)c(OC)cc2c1=O
 : 3%	31%	-0.1%	i	-1%	-0.9%	-1.1%	-1%	-1%
- NC1=NC(=O)S/C1=C\c1ccc(O)cc1
 : 17%	1%	0.2%	i	-8%	0.2%	-2.8%	-13%	-3%
- c1ccc2sc(NC3=NCN(CC4CCCO4)CN3)nc2c1 (stereo unspecified)
 : 8%	-5%	-0.3%	i	-9%	.	-2.9%	-7%	0%
- CCC(CC)=N/N=C/c1c(O)n(CC)c2cc(C3=NNC(=O)CC3)ccc12
 : 6%	-78%	0.7%	i	-10%	-1.2%	-12%	31%	2%

Other entries follow.
Compound | P. falciparum M1AAP | PMI inhibition | West Nile virus CPE | Yfh1-depleted yeast | Salmonella PhoP GFP | CSM14.1 death rescue | XIAP displacement | P. falciparum M17LAP | Siah-1 displacement
COc1cccc(NC(=O)/C=C/c2ccccc2[N+](=O)[O-])c1 | 5% | 16% | -1.1% | i | 0% | -3.9% | -7.1% | 4% | -3%
COc1cccc(NS(=O)(=O)c2ccc(Br)s2)c1 | 0% | 10% | -0.3% | i | 7% | 1.7% | -2.3% | -2% | 4%
O/N=C1\CC/C(=N\O)c2nn(-c3ccc(Cl)cc3Cl)nc21 | -4% | -3% | ? | i | -5% | -0.3% | -3.9% | -7% | -1%
O=C(CN1C(=O)CC(c2ccco2)Sc2ccccc21)NC1CCCCC1 (stereo unspecified) | 3% | -2% | . | . | -10% | -0.4% | -3.6% | 1% | 0%
CCCN(CCC)c1ncnc2nc[nH]c12 | 0% | 24% | 0.2% | i | 9% | . | -5.6% | 5% | 0%
Cc1ccc(S(=O)(=O)CNC(=S)c2cccc(C)c2)cc1 | 3% | -16% | 0.1% | i | 6% | 6.4% | -3.3% | 5% | -4%
Cc1noc(NS(=O)(=O)c2ccc(NC(=O)CCC3CCCCC3)cc2)c1C | 1% | -8% | 0.0% | i | -17% | -1.8% | -5.1% | -19% | 1%

Bioassay records: PubChem BioAssay, several laboratories

Outcome played no part in choosing rows; any-hit rate near 1.6%.
